# Compound activity: PubChem, National Center for Advancing Translational Sciences (NCATS)
# DT40 TDP1 CPT = DT40-hTDP1 cell growth loss with CPT; Potency, µM (highest dose often 46.2 µM), without a hit: at the top dose activity change, negative = growth inhibition, usual class: inhibitors; chicken DT40 Tdp1-/-;hTDP1 cells + 20 nM CPT, ATP luminescence, 48 h; actives 12% (n = 420,000); note: nearly all actives have a fitted effect of over 55% in size
#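 Cell growth measured by CellTiter-Glo luminescence after a minimum 48 h, 37 C compound exposure with 20 nM CPT in Tdp1-knockout DT40 cells stably expressing hTDP1, seeded 400/well; qHTS titration format.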
# DT40 TDP1 no CPT = qHTS for Inhibitors of human tyrosyl-DNA phosphodiesterase 1 (TDP1): qHTS in cells in absence of CPT. Potency, µM (highest dose often 46.2 µM), without a hit: top-dose activity change, negative = growth inhibition, actives largely listed as inhibitors. actives 15% (n = 420,000). DT40 Tdp1-/- hTDP1 cells, no CPT, ATP luminescence, 48 h; note: nearly all actives have a fitted effect of over 55% in size
#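 Readout: luminescence from CellTiter-Glo after 30 min in the dark at RT. Cells: DT40 Tdp1-/- with stable hTDP1, 400/well. Exposure: compounds alone, ≥48 hr, 37 °C.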
# KAT2A inh = GCN5L2 (KAT2A) acetyltransferase inhibition | Q92830 | GCN5L2 HAT assay, ThioGlo1 CoA-SH fluorescence | Potency, µM (titrated, usually from 58.9 µM), without a hit: at the highest dose activity change, negative = inhibition, most hits filed as inhibitors | actives 0.21% (n = 390,000)
# Target sequence (Q92830 whole entry, looked up): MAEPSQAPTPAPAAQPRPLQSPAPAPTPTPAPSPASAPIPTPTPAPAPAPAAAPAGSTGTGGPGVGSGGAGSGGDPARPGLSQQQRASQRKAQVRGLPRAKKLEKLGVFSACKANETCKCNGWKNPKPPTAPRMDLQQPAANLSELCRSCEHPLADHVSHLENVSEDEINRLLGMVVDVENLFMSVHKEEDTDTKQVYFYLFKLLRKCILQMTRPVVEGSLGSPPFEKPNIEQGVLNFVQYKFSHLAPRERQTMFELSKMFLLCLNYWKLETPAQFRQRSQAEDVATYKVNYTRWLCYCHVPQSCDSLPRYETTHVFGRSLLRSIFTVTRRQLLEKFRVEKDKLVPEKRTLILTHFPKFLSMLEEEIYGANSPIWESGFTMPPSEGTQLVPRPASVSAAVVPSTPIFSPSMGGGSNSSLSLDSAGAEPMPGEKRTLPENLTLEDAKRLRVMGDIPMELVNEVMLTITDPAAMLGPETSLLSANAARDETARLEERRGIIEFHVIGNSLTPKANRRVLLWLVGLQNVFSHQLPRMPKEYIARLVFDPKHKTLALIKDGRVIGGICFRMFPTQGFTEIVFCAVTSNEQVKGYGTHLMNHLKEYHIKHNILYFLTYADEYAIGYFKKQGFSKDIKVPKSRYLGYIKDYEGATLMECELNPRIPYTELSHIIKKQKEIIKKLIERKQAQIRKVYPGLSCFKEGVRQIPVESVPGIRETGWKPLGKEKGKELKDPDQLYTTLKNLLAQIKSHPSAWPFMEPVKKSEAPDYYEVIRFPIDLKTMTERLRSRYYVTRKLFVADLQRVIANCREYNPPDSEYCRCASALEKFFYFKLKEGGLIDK
#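 Titration-based screen in which CoA formation is detected via maleimide probe ThioGlo1 (50uM) turning fluorescent on thiol reaction; substrates H3(1-25) 75uM and acetyl-CoA 70uM, GCN5L2 20nM, 20 min incubation at room temperature.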
# Starred values were filed as active, the others as inactive; ? = inconclusive; . = no result given; [ ] = dose if it differs, or a comment. Calls come from the whole dose curve; as a rule, active = well fitted curve in the direction sought with a large enough effect; inconclusive = small, poorly fitted or top-dose-only effect, or another doubt; inactive = no such curve, though single readings can be large; an effect the other way counts as inactive or inconclusive. % is set by controls: 0 for no effect and ±100 for the full control effect; potency is the fitted concentration of half-maximal effect. This is a subset. The share of hits here may be higher or lower than overall.
# Second line of a record: DT40 TDP1 CPT	DT40 TDP1 no CPT	KAT2A inh
CSc1ncc(CN2CCN(C(C)C)C(CCO)C2)cn1 (centres undefined)
    0.4%	-3.5%	-1.2%
N#Cc1ccc(CSc2nnc(Nc3ccccc3)s2)cc1
    -29.1%	?	-5.6%
Cc1cc(C)c2c(CN3CCCCC3)cc(=O)oc2c1
    3.9%	-19.2%	-1.0%
COC(=O)Cn1c(C(F)(F)F)nc2ccccc21
    3.8%	5.4%	-4.5%
Cc1ccc(-c2cc(C(=O)NN3CCOCC3)c3cc(Br)ccc3n2)o1
    ?	?	-19.3%
CCN1CCN(C(=S)c2ccc(Cl)cc2)CC1
    -29.4%	-10.4%	-11.3%
CC(C(=O)NN=C(c1ccccc1)c1ccccc1)N1CCCC1 (centres undefined)
    ?	-26.5%	-5.2%
Cc1cc(NS(=O)(=O)c2ccc(NC(=O)Cc3ccc(Cl)c(Cl)c3)cc2)no1
    -15.2%	-21.8%	-6.2%
CC1(C)CC(=O)N(CC(=O)N2CCN(c3ncccn3)CC2)c2ccccc2S1(=O)=O
    -8.4%	1.6%	0.3%
COc1ccccc1N(C)S(=O)(=O)c1ccc(C(=O)OCC(=O)Nc2ccccc2F)cc1
    -4.7%	8.4%	-11.3%
c1ccc(Cc2nnc3n2N=C(c2ccccc2)CS3)cc1
    -13.1%	-30.8%	-5.9%
COc1ccccc1C(=O)NCCC(=O)N(C)CC(=O)Nc1c(Cl)cccc1Cl
    -1.5%	1.5%	-1.3%
COC(=O)c1ccc(Nc2nc(C)nc3c2nnn3Cc2ccccc2)cc1
    -1.8%	-5.6%	-13.8%
Cc1cc2nc(-c3cccc(NC(=O)COc4ccc(C(C)C)cc4)c3)oc2cc1C
    20.6µM*	16.4µM*	-16.0%
CSCCC(NC(=O)c1ccc(Br)cc1)C(=O)O (centres undefined)
    1.4%	1.9%	-2.3%

# Later entries:
# Second line of a record: DT40 TDP1 CPT	DT40 TDP1 no CPT	KAT2A inh
O=[N+]([O-])c1cccc(/C=N/Nc2nc(NCc3ccccc3)nc(N3CCOCC3)n2)c1
    14.6µM*	?	0.4%
Cc1cc(Br)ccc1NC(=O)C1CCN(C(=O)c2ccco2)CC1
    -1.5%	?	1.7%
C[C@H]1CN([C@@H](C)CO)C(=O)CCCn2nncc2CO[C@@H]1CN(C)S(=O)(=O)c1cn(C)cn1
    1.9%	-2.8%	.
Cc1cccc(C)c1OCc1nnc(SCC(=O)NCc2ccccc2)o1
    ?	-20.5%	0.3%
Cc1cccc(NC(=O)COC(=O)c2n[nH]c3ccccc23)c1C
    -26.5%	0.1%	-2.2%
Nc1cccc(C#Cc2ccc3c(c2)C(=O)/C(=C/c2ccsc2)O3)c1
    ?	-19.0%	-2.4%
CC(SCC(=O)Nc1ccc(F)cc1)c1nc2ccccc2c(=O)[nH]1 (centres undefined)
    -18.3%	-7.9%	0.4%
Clc1cccc(Cl)c1Cn1nnc(-c2cccs2)n1
    -6.6%	-4.9%	2.9%
CN(C)c1nc2n(c(=O)n1)CCS2
    0.0%	8.2%	2.0%
O=c1[nH]c(=O)n(Cc2ccccc2)c2c1C(C(F)(F)F)(C(F)(F)F)N=C(c1ccco1)N2
    ?	?	-14.7%
Cc1ccccc1OCc1nnc(SCC(=O)Nc2ccc(N3CCOCC3)c(Cl)c2)n1C
    -14.1%	?	-0.2%
CCN(CC)c1ccc(NC(=O)CSc2nc(-c3cccs3)cc(C(F)(F)F)n2)cc1
    ?	?	-6.2%
CCc1cc(C(=O)NC(C)c2ccccc2)no1 (centres undefined)
    -6.6%	-13.9%	-1.7%
CNc1nc(-c2ccc3c(c2)CCN3C(=O)c2ccccc2F)c(C)s1
    ?	?	1.7%
O=C(c1ccccc1)N1CCN(CCc2ccccc2)CC1
    3.6%	14.9%	1.9%

# Other results follow:
# Second line of a record: DT40 TDP1 CPT	DT40 TDP1 no CPT	KAT2A inh
O=S(=O)(NCc1ccccc1F)NCc1ccccc1F
    -3.7%	-1.3%	-0.6%
O=C(NCCCn1ccnc1)C(Cc1ccccc1)N1C(=O)c2ccccc2C1=O (centres undefined)
    -4.5%	1.4%	-2.8%
COc1ccc2oc(=O)c(C(=O)N3CCCc4ccccc43)cc2c1
    -5.3%	-27.3%	-1.5%
CCCNC(=O)N(C)C[C@@H]1Oc2cc(C#C[C@H](C)O)ccc2S(=O)(=O)N([C@H](C)CO)C[C@H]1C
    -14.0%	2.1%	.
CCCN(CCC)C(=O)Cn1c(=O)c2ccccc2n2c(=S)sc(-c3ccccc3C)c12
    10.3µM*	14.6µM*	-8.6%
O=C(NCc1cccnc1)C(=O)NCC(c1cccnc1)N1CCN(c2ccccc2F)CC1 (centres undefined)
    ?	?	-7.5%
CC(C)OC(=O)C1=C2SCC(=O)N2C(N)=C(C#N)C1
    -17.9%	0.0%	-4.3%
CCOC(=O)c1ccccc1N/C=C/C(=O)c1ccccc1
    -0.8%	-22.5%	.
O=C(COC(=O)c1ccc(Br)o1)NCCNC(=O)COC(=O)c1ccc(Br)o1
    -3.4%	-2.1%	-6.3%
CC1=NN(c2ccccc2)C(=O)/C1=C/c1c(O)n(-c2ccc(F)c(Cl)c2)[nH]c1=O
    0.7%	-0.7%	?
Cc1cc(=O)oc2c(C)c(OCC(=O)Nc3cccnc3)ccc12
    1.7%	3.5%	-5.7%
COC(=O)C1=C(C)Nc2nnnn2C1c1cccnc1 (centres undefined)
    -4.0%	-27.7%	-8.8%
O=C(NCCSCc1ccccc1)C1CCN(S(=O)(=O)Cc2ccccc2)CC1
    -5.1%	-12.2%	-30.0%
O=C(NCCc1ccccc1F)C1CCCN1S(=O)(=O)c1ccc2ccccc2c1 (centres undefined)
    ?	?	-7.3%
COc1cc(C(=O)Nc2ccc(NC(=O)c3ccccc3)nc2)cc(OC)c1OC
    -18.8%	?	-5.6%

# 3 structures from above, ordered by formula weight, falling:
# Second line of a record: DT40 TDP1 CPT	DT40 TDP1 no CPT	KAT2A inh
CCCN(CCC)C(=O)Cn1c(=O)c2ccccc2n2c(=S)sc(-c3ccccc3C)c12
    10.3µM*	14.6µM*	-8.6%
O=C(NCCSCc1ccccc1)C1CCN(S(=O)(=O)Cc2ccccc2)CC1
    -5.1%	-12.2%	-30.0%
O=C(NCCCn1ccnc1)C(Cc1ccccc1)N1C(=O)c2ccccc2C1=O (centres undefined)
    -4.5%	1.4%	-2.8%

# More records follow:
SMILES,DT40 TDP1 CPT,DT40 TDP1 no CPT,KAT2A inh
CCS(=O)(=O)N1CCN(c2ccc(C(=O)NC3C4CC5CC(C4)CC3C5)cc2[N+](=O)[O-])CC1 (centres undefined),8.2µM*,8.2µM*,-7.3%
O=C(O)/C=C/C(=O)NC1CCCCC1,-3.7%,4.5%,-6.3%
O=C(NCCCNCc1ccccc1)/C(=N\O)c1ccccc1,-20.5%,-9.5%,6.6%
Cc1cc(N2CCOCC2)n2ncc(-c3ccc(Cl)cc3)c2n1,0.7%,-16.4%,0.7%
COC(=O)c1ccsc1NC(=O)c1ccccc1,1.9%,-19.9%,-8.5%
O=C(CCCn1c(=O)[nH]c2cc(Cl)ccc2c1=O)NCCCN1CCN(c2ccc(F)cc2)CC1,16.4µM*,20.6µM*,-3.1%
COc1cccc(-c2cn3ncsc3n2)c1,-13.1%,-10.7%,-9.0%
Cc1cc(C)cc(SCc2noc(C(=O)NCCCN3CCOCC3)c2C(=O)NCCCN2CCOCC2)c1,?,?,-6.8%
COc1cccc(CNC(=O)c2cc3ccc4cccnc4c3[nH]2)c1,-21.0%,-24.1%,16.5%
COc1ccc(/C=C2\SC(=S)N(CC(=O)N3CCN(C)CC3)C2=O)cc1,?,20.6µM*,-3.7%
CCCCNS(=O)(=O)c1ccc2nc(SCC(=O)Nc3cc(C)cc(C)c3)[nH]c2c1,?,?,-4.8%
CCOc1ccc(-c2cc3nc(C4CCN(C(=O)OC(C)(C)C)CC4)c(C(=O)O)cn3n2)cc1,?,?,-19.8%
O=C1NC(c2ccc(-c3ccccc3[N+](=O)[O-])o2)C(C(=O)c2ccc(Cl)cc2)C(O)(C(F)(F)F)N1 (centres undefined),18.4µM*,?,-2.9%
O=C(NCC1CCN(Cc2ccccc2)CC1)[C@H]1O[C@@H](n2ccc(=O)[nH]c2=O)[C@H](O)[C@@H]1O,9.3%,-28.1%,.
COc1cc(SC)ccc1C(=O)Nc1ccc(OCC(=O)N2CCOCC2)cc1,-7.2%,?,-6.0%
COc1cccc(OC)c1C(=O)Nc1ccccc1N1CCCCC1,?,?,-5.4%
COC(=O)c1ccccc1OCC(=O)N1CCN(c2ccc(Cl)cc2)CC1,-26.7%,?,?
O=C(NC1(C(F)(F)F)NC(=O)N(C2CCCCC2)C1=O)C1CC1 (centres undefined),-5.5%,8.7%,-9.9%
Cc1cnc(CN(C)Cc2c(C(=O)N3CCc4ccccc4C3)nc3ccc(Cl)cn23)[nH]1,-6.9%,-28.8%,-4.1%
CC(C)CNC(=O)COC(=O)c1n[nH]c2ccccc12,5.1%,-1.8%,-2.6%
Cc1c(Cl)cnc(NC(=O)COC(=O)c2ccc([N+](=O)[O-])s2)c1Cl,-14.0%,-16.7%,-26.9%
NS(=O)(=O)c1ccc(NC(=S)NCC2CCCO2)cc1 (centres undefined),?,-3.5%,-10.4%
CCCOC(=O)c1ccc(NC(=O)COC)cc1,-4.6%,?,1.8%
O=C(COC(=O)c1cccc(Cl)c1)NC1CCCCCCC1,-7.0%,0.2%,-9.6%
O=C1Nc2ccccc2N(C(=O)c2ccc3ccccc3c2)C1c1nc2ccccc2[nH]1 (centres undefined),10.3µM*,20.6µM*,.

# Additional compounds follow.
SMILES,DT40 TDP1 CPT,DT40 TDP1 no CPT,KAT2A inh
O=C(Nc1ccc(-c2nc3cc(Cl)ccc3o2)cc1)c1cc2ccccc2o1,?,?,-0.8%
CN1c2ccc(Cl)cc2C(=O)NC1c1ccc([N+](=O)[O-])s1 (centres undefined),20.6µM*,23.1µM*,-1.6%
CCCCNC(=O)COc1ccccc1[N+](=O)[O-],-4.8%,2.1%,-4.4%
CC(=O)c1cccc(NC(=S)NC(=O)c2ccccc2Br)c1,5.1%,-19.4%,-5.0%
COC(=O)C(C)(C)ONC(=O)Nc1ccccc1Br,-5.1%,-3.2%,0.7%
CN(C(=O)c1ccc(-c2nn(C)c(=O)c3ccccc23)cc1)c1ccccc1,?,16.4µM*,-3.9%[0.501 µM]
O=C(NC(Cc1c[nH]c2ccccc12)c1nnc2n1CCCCC2)c1ccc(Cl)cc1 (centres undefined),?,?,-12.3%
COc1ccc(NC(=O)CSc2nnc(C)c3ccccc23)cc1,-10.7%,-23.1%,-8.6%
CCOc1ccc(NC(=O)C(C)Oc2ccccc2C(=O)Nc2ccc(C)c(Cl)c2)cc1 (centres undefined),?,?,-10.1%
Cc1cc(C(=O)CSc2nnc(-c3ccncc3)n2-c2ccccc2)c(C)n1C,?,-28.0%,-6.9%
C/C(=N\N1CCN(c2ccccc2)CC1)c1cccs1,-4.3%,-18.5%,-16.6%
COc1ccc(NC(=O)c2nnn(CC(=O)Nc3cc(C)cc(C)c3)c2N)c(OC)c1,-15.5%,-20.4%,-3.8%
CSc1ccc(C=O)cc1,7.5%,-0.3%,-12.4%
CC1(C(=O)Nc2ccc(F)cc2F)CCN1C(=O)Cc1ccc(Cl)cc1Cl (centres undefined),?,?,.
c1ccc(C(c2ccccc2)N2CC[C@@]3(CCCNC3)C2)cc1,?,25.9µM*,-5.6%
O=C(O)c1ccccc1Nc1ccnc(C(F)(F)F)c1,?,?,16.4%
COCc1cc(C)nc(Nc2ccccc2C)c1C#N,0.5%,-12.4%,.
CC(O)C(NC=C1C(=O)OC(C)(C)OC1=O)C(=O)O (centres undefined),?,-2.6%,-6.3%
CCCCCCCCCCOC(=O)Cn1c(COc2ccc(Cl)cc2)[n+](C)c2ccccc21,4.11µM*,4.61µM*,-18.7%
CCOC(=O)C1(NC(=O)C2(NC(=O)CN3C(=O)c4ccccc4C3=O)CCCC2)CCCC1,0.0%,-10.8%,.
O=C(COc1ccccc1)NCC(=O)N/N=C/c1ccccc1,-4.0%,-9.8%,0.2%
COc1ccc(CCNC(=O)COC(=O)/C=C/c2ccc3c(c2)OCO3)cc1OC,?,?,-5.5%
O=c1oc2ccccc2c(NCCO)c1[N+](=O)[O-],-4.6%,-0.1%,-3.5%
Cc1ccccc1-c1nc(CSc2nc3c(c(=O)[nH]2)CCC3)c(C)o1,?,?,2.0%
Nc1nc2n(n1)C(=O)CC(c1ccccc1)N2 (centres undefined),-23.5%,-24.3%,-1.9%
